G9a block: inhibitors of human histone lysine methyltransferase G9a; G9a H3K9 monomethylation, AlphaScreen, 2 h; Potency, µM (series often up to 102 µM), inactives show top-dose activity, negative = inhibition, actives largely listed as inhibitors; 350,000 compounds, 8.8% hits; note: potency is the fitted concentration of half-maximal effect; % is set by controls: 0 for no effect and ±100 for the full control effect; nearly all actives have a fitted effect of over 75% in size
Target sequence (Q96KQ7 913-1193 limits assumed): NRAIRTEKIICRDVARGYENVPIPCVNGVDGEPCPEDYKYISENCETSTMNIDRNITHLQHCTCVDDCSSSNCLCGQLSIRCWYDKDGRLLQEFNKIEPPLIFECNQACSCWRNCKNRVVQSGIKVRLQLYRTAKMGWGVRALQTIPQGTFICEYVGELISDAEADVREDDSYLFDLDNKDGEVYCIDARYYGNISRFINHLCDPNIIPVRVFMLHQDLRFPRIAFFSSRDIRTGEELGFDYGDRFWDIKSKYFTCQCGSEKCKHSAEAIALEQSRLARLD
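Enzyme 20 nM + cpd, 15 min RT; add b-H3K9 pep 500 nM / SAM 20 uM; 2 h RT; anti-H3K9me1 Ab 0.5 ug/mL + SA donor / anti-rabbit acceptor beads 20 ug/mL each, 10 min; AlphaScreen read.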
ERG-DNA inh: ERG Ets/DNA interaction inhibition; Potency, µM (highest dose often 76.9 µM), for inactives: top-dose FP activity, negative = inhibition, actives largely listed as inhibitors; P11308; fluorescence polarization, His-ERG Ets domain / labelled DNA; 370,000 compounds, 0.028% hits; active = well fitted inhibition curve with a large enough effect in the polarisation, with a control signal flat; inconclusive = small, poorly fitted or top-dose-only effect, or effect the other way, or a change in a side signal; inactive = no such curve, though single readings can be large or run the other way; the % refers to the polarisation;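 note: polarization taken with two DNA probes labelled with fluorescein and Texas red; potency is the fitted concentration of half-maximal effect; % of control where 0% means no effect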
Target sequence (P11308 whole entry, looked up, the tested form may be a part): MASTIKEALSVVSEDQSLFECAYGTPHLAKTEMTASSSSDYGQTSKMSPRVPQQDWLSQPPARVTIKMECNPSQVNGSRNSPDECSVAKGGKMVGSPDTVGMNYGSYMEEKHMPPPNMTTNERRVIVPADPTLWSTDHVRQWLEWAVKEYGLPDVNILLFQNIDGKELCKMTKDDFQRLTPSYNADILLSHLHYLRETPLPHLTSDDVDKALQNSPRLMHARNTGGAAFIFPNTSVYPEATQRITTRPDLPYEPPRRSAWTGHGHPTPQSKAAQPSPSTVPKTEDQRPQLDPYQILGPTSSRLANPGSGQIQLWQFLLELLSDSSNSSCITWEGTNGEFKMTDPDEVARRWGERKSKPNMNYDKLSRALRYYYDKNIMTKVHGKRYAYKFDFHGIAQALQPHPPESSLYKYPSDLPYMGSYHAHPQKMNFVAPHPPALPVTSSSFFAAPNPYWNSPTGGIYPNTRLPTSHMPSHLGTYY
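His-tagged ERG Ets domain (1 uM in the protein solution; 300mM KCl, 50mM Tris-HCl, 1mM EDTA, 1mM DTT, pH 7.5) received compound, then a probe mix of 5 nM fluorescein-DNA and 100nM Texas-615-DNA. Fluorescence polarization was read for both dyes.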
RGS4 inh: human RGS4 inhibition | Transcreener GDP fluorescence polarization, RGS4-accelerated GTP hydrolysis | 390,000 compounds, 0.039% hits | Potency, µM (doses to about 114 µM), without a hit: at the top dose activity change, negative = inhibition, most hits filed as inhibitors | P49798; note: potency is the fitted concentration of half-maximal effect; % is set by controls: 0 for no effect and ±100 for the full control effect; nearly all actives have a fitted effect of over 75% in size; some results filed as inactive show a strong effect at the top dose
Target sequence (P49798 whole entry, looked up): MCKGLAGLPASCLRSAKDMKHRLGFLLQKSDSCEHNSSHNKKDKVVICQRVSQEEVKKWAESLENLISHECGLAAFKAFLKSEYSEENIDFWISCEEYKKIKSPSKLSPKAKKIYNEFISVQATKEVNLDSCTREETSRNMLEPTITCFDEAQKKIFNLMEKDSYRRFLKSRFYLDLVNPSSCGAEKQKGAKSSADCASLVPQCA
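MLSMR compounds (23 nl, pin-transferred) preincubated 10 min at room temperature with a 500nM (2x) first reagent, then RGS4 at 900nM (2x) plus Transcreener GDP mix added; fluorescence polarization (620/688 nm) read before and after 90 min at 30 °C.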
HP1b chromo inh: blocks HP1-beta chromodomain binding to methylated histone tails; Potency, µM (series often up to 114 µM), without a hit: at the highest dose activity change, negative = inhibition, hits mostly inhibitors; AlphaScreen HP1-beta / biotin-H3K9me3 peptide binding; 390,000 compounds, 0.56% hits; P83916; note: potency is the fitted concentration of half-maximal effect; nearly all actives have a fitted effect of over 70% in size; inactives centre near 23
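AlphaScreen: HP1-beta (50 nM) preformed 30 min with biotin-H3(1-18)K9me3 peptide (50 nM) in PBS pH 7.4, 0.01% Tween-20. Compound added for 30 min at RT, then streptavidin donor/nickel chelate acceptor beads (10 ug/mL) for 30 min.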
ALOX12 inh: blocks human arachidonate 12S-lipoxygenase; 580,000 compounds, 1.1% hits; P18054; AID 1671190; purified 12hLO, xylenol orange hydroperoxide absorbance; Potency, µM (doses to about 108 µM), without a hit: at the highest dose activity change, negative = inhibition, hits mostly inhibitors; note: potency is the fitted concentration of half-maximal effect; % is set by controls: 0 for no effect and ±100 for the full control effect
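Purified human 12hLO at 150 nM in 25 mM Hepes, 0.01% Triton X-100, pH 7.0, preincubated 15 min at room temperature with compound. Reaction started with 40 uM arachidonic acid, 30 min at room temperature. Hydroperoxide measured by Fe-xylenol orange, 573/405 nm absorbance ratio.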
GLS inhibitor: blocks human kidney-isoform glutaminase activity | O94925 | AID 624170 | GLS enzymatic activity, qHTS titration | 410,000 compounds, 0.21% hits | Potency, µM (top dose mostly 45.5 µM), for inactives: at the highest dose activity change, negative = inhibition, most hits filed as inhibitors; note: potency is the fitted concentration of half-maximal effect; % is set by controls: 0 for no effect and ±100 for the full control effect
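hKGA; 45 mM KH2PO4 pH 8.2 + 0.02% Tween-20; cpd via pin tool; 1 mM Gln soln; GluOx/HRP/Amplex Red; RT 30 min; fluor. t0 & final.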
BAZ2B block: inhibitors of human BAZ2B bromodomain | Potency, µM (titrated, usually from 114 µM), without a hit: at the highest dose activity change, negative = inhibition, usual class: inhibitors | AlphaScreen BAZ2B-H3K14Ac peptide displacement | Q9UIF8 | AID 504333 | 360,000 compounds, 4.4% hits; note: potency is the fitted concentration of half-maximal effect; % is set by controls: 0 for no effect and ±100 for the full control effect; nearly all actives have a fitted effect of over 60% in size
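Protein-peptide AlphaScreen: BAZ2B 50 nM, b-H3K14Ac 50 nM, 1x PBS pH 7.4 + 0.01% Tween-20. Preincubation 30 min RT; cpd 30 min RT (top 110 uM); beads 20 min RT, light-protected.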
JMJD2A Tudor: blocks the human JMJD2A Tudor domain; O75164; AlphaScreen JMJD2A-Tudor / H3K4me3 peptide binding; Potency, µM (top dose mostly 114 µM), for inactives: top-dose activity change, negative = inhibition, hits mostly inhibitors; 390,000 compounds, 4.4% hits; AID 504339; note: potency is the fitted concentration of half-maximal effect; % is set by controls: 0 for no effect and ±100 for the full control effect; nearly all actives have a fitted effect of over 50% in size
PI4K2A inh: blocks human PI4K2A kinase activity | Q9BTU6 | purified PI4K2A, ADP-Glo luminescence, 1 h; stronger effect = lower value | activity change, negative = inhibition, % at 76.9 µM | 420,000 compounds, 0.13% hits | AID 1346378; in the data active = activity change below about -50%; inconclusive = mostly about -30% to -49%;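 note: -100% = wells without enzyme as full effect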
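Compounds are screened against recombinant PI4K2A using PI as substrate and ATP, the latter dispensed at 300 microM. Reactions run one hour at ambient temperature before ADP-Glo detection; full inhibition defined by wells lacking enzyme.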
* = called active by the depositor; i = inactive; ? = inconclusive; nt = no result given; & = joins results of further samples; ! = a repeat was not active; [ ] = remark or other dose. Unless noted, calls come from the whole dose curve; as a rule, active = well fitted curve in the direction sought with a large enough effect; inconclusive = small, poorly fitted or top-dose-only effect, or another doubt; inactive = no such curve, though single readings can be large; an effect the other way counts as inactive or inconclusive. This is a subset; the hit share may differ from the screen's.

SMILES | G9a block | ERG-DNA inh | RGS4 inh | HP1b chromo inh | ALOX12 inh | GLS inhibitor | BAZ2B block | JMJD2A Tudor | PI4K2A inh
NC(=O)Cn1cc(C=C2C(=O)NC(=O)NC2=O)c2ccccc21 | ? | ? | 11% | 14%[57 µM] | -12% | 12% | ? | -25% | -28
COc1cc2c(cc1OC)C1C(=O)c3ccc4c(c3OC1CO2)CC(C(C)C)O4 (centres undefined) | nt | 0% | 12% | -28%[57 µM] | -35% | 4% | nt | 45µM* | 4
CC1CCOC(=O)C=CC=CC(=O)OC2CC3OC4C5OC5(C)C(O)CC4(COC(=O)C1O)C2(C)C31CO1 (centres undefined) | nt | 0% | 27% | 21% | 24% | -1% | nt | -15% | 1
CC1CCN(CC(=O)c2ccc3c(c2)OCCO3)CC1 | 4.5µM* | -3% | -5% | ? | ? | 3% | nt | 5µM* | -6
O=C(c1ccco1)N1CCN(C(=O)c2ccc(COc3ccc(Cl)cc3Cl)o2)CC1 | nt | 2% | -37% | -20% | -49% | 15% | nt | 89µM* | -1
OCCCCO | -5%[0.501 µM] | 14% | 14% | 32% | 21% | 1% | 13% | -17% | 0
CC(C)n1c(=O)c(C=Nc2ccc(Br)cc2)c(O)n(Cc2ccco2)c1=O | 2%[59 µM] | 21% | -14% | 43%[activator] | ? | -11% | 3% | -3% | 3
CCOC(=O)C(C)(CC)NC(=O)CSP(=S)(OCC)OCC (centres undefined) | -10%[59 µM] | nt | -1% | 30% | -23% | -4% | -5% | -9% | -2
c1ccc(P(c2ccccc2)c2ccccn2)cc1 | 10% | 3% | 6% | ? | ? | -10% | -14% | ? | 1
CCOc1ccc(NC(=O)c2c(O)[nH]c(=O)[nH]c2=O)cc1 | nt | 2% | -1% | 21% | -3% | 0% | nt | ? | -2
CCOP(=O)(OCC)C(O)c1ccc(Br)cc1 (centres undefined) | 15%[59 µM] | nt | -31% | 48%[activator] | nt | -1% | -3% | -4% | 5
O=c1[nH]c(=S)n(-c2ccccc2)c(O)c1C=NCCN1CCNCC1 | ? | 2% | -16% | 49%[activator] | 1% | 1% | 8% | 0% | 0
C[C@]12CC[C@@H]3c4ccc(O)cc4CC[C@H]3[C@@H]1C[C@@H](O)[C@@H]2O[C@@H]1O[C@H](C(=O)O)[C@@H](O)[C@H](O)[C@H]1O | ? | -6% | -27% | 64%[activator] | -7% | 5% | -18% | -10% | -9
Cc1ccccc1-n1c(C)nc2sccc2c1=O | 29%[12.7 µM] | -1% | 1% | 19% | 0% | -1% | -18% | -1% | -3
CC1CCC(C(C)C)C(OP(N)(=O)c2ccccc2)C1 (centres undefined) | -1% | -8% | -1% | 33%[activator] | 0% | -1% | 10% | 39%[activator] | -9
c1ccc(-c2ccc(C(c3ccccc3)n3ccnc3)cc2)cc1 (centres undefined) | ? | 2% | -29% | -28% | 7% | -2%&0% | 25µM* | 25µM* | -3&3
Cc1ccc(N2C(=O)NC(=O)/C(=C/c3ccc(-c4ccc(C(=O)O)c(Cl)c4)o3)C2=O)cc1 | 10µM* | 33%[activator] | -3%[11.4 µM] | 24% | -24% | 11µM* | ? | -20% | -6
COc1ccc(-n2c(O)c(C(C)=NCCc3c[nH]c4ccccc34)c(=O)[nH]c2=O)cc1 | 15% | -2% | 17% | 25% | -56% | 1% | -2% | -12% | -1
O=C(NCc1ccc(C(=O)N2CCC3(CC2)OCCO3)cc1)c1ccc2c(c1)OCO2 | 4%[59 µM] | -10% | 9% | 29% | 11% | -1% | 2%[57.1 µM] | -7% | 3
O=C1c2ccccc2C(=O)c2ccccc21 | 0%[59 µM] | nt | nt | nt | 2% | 0% | nt | nt | i
CCC(=NC1CC1)c1c(O)n(-c2ccc(OC)cc2)c(=O)[nH]c1=O | -30%[12.7 µM] | -6% | -17% | 17% | 31%[activator] | -1% | 3% | -19% | -3
O=C(Nc1ccccc1)c1cc([N+](=O)[O-])ccc1N1CCNCC1 | 7%[59 µM] | -9% | -13% | 39%[activator] | -2% | -6% | -4% | -13% | 2
COc1ccccc1OCCCn1cc(C(=O)c2ccco2)c2ccccc21 | ? | 7% | -17% | 51%[activator] | 2% | -22% | -16% | -14% | 1
O=C(c1ccc(CS(=O)(=O)c2ccc(Br)cc2)o1)N1CCC2(CC1)OCCO2 | -36% | -4% | 49% | 12% | 2% | 5% | -3% | -13% | 7
CC(=O)NC1=C(N2CC2C)C(=O)C(NC(C)=O)=C(N2CC2C)C1=O (centres undefined) | nt | -1% | 12% | 17% | -37% | 7% | nt | -8% | 0
C=CCN1CC[C@]23CCCCC2[C@H]1Cc1ccc(O)cc13 (some centres undefined) | 23%[12.7 µM] | nt | 4%[56.9 µM] | nt | nt | 29% | nt | nt | 4
O=C1C2C3CCC(O3)C2C(=O)N1c1cccc(F)c1 (centres undefined) | nt | 24% | 10% | 69%[activator] | 0% | 0% | nt | 2% | -3
Cc1cc(OCC(=O)NC(Cc2ccc(Cl)cc2)C(=O)O)c2c3c(c(=O)oc2c1)CCCC3 (centres undefined) | -27%[12.7 µM] | -4% | -8% | 39% | 36%[activator] | ? | -24% | -4% | 2
CN1C(=O)C(Cc2nc3ccccc3c(=O)n2-c2ccccc2)c2ccccc21 (centres undefined) | 11%[0.501 µM] | -3% | -15% | 14% | 0% | -7% | 1% | -17% | -3
Cc1ccc(CN2CCCN(Cc3ccc(C)cc3)S2(=O)=O)cc1 | 267%[activator] | -16% | 3% | 154%[activator] | 42%[activator] | -6% | 58%[activator] | 93%[activator] | -1
CCOC(=O)c1ccc(CNCc2ccc(Br)cc2)cc1 | 23%[59 µM] | -10% | 13% | 97%[activator] | -24% | 2% | 15% | 40%[activator] | -4
CCOc1ccc(-n2c(O)c(N=Nc3c(C)n(C)n(-c4ccccc4)c3=O)c(=O)[nH]c2=O)cc1 | -42% | 2% | 18% | 30% | 39%[activator] | ? | 14µM* | 25µM* | -7
COC(=O)C1=C(c2ccc(OCc3ccccc3)cc2)C[C@@H]2CC[C@H]1N2C(=O)NC1CCN(Cc2ccccc2)CC1 | 23%[2.33 µM] | -2% | -6% | -14% | nt | 11% | ? | ? | -3
CN1CCC2(CC1)NC(=O)C1=C(CN(C)CC1)N2 | 8%[59 µM] | -1% | -16% | 19% | 0% | 16% | 19% | -3% | 8
CCn1c(C)[n+](CC(O)COCC2CC=CCC2)c2ccccc21 (centres undefined) | 10µM* | 3% | -27% | 13% | ? | -4% | -1% | ? | -9
COc1cc(C(=O)OC2C[C@H]3CC[C@@H](C2)N3)ccc1O (some centres undefined) | 40µM* | 9% | 6% | 19% | ? | 15% | -19% | -17% | -7
CCN(CC)C(=O)c1ccc(NC(=O)Cn2nc(C)c3ccccc3c2=O)cc1 | -6%[59 µM] | 1% | 13% | 6% | -5% | 19% | 4% | 2% | 5
CC(C)(C)n1cccc1/C=C1\C(=O)NC(=O)N(c2ccccc2)C1=O | ? | 4% | -32% | 31%[activator] | ? | 11% | -10% | -24% | -13
CCOc1ccc(CN2C(=O)c3ccccc3Sc3ccc(C(=O)N4CCC5(CC4)OCCO5)cc32)cc1 | -25%[59 µM] | -7% | 10% | 13% | -3% | -6% | nt | -30% | 2
COC(=O)C1=C(c2ccc(F)cc2F)C[C@@H]2CC[C@H]1N2C(=O)NC(C)C | -3%[0.501 µM] | 13% | -8% | 47%[activator] | nt | -1% | 7% | -2% | -2
CSc1ccc(CNC2CN3CCC2CC3)cc1 (centres undefined) | -20%[12.7 µM] | nt | -11% | 26% | -19% | -5% | 3% | -23% | -2
COc1cc(CN=Cc2c(O)n(C(C)(C)C)c(=O)[nH]c2=O)cc(OC)c1 | 4% | -8% | 2% | 1% | 222%[activator] | 0% | -2% | -9% | 0
O=C(CN1CCOCC1)c1ccc2cc[nH]c2c1 | 32µM* | 1% | ? | 28% | ? | -7% | 4% | -30% | 0
CCN(CC)S(=O)(=O)N1CCC(C(=O)N2CCC3(CC2)OCCO3)CC1 | -25% | 21% | 17% | 35% | 1% | 8% | 9% | -27% | 4
CCOC(=O)[C@@]1(C#N)[C@@H]2C=CC(C(N)=O)=CN2[C@@H](C(N)=O)[C@@H]1c1cccc(Cl)c1 | 5%[12.7 µM] | -4% | -18%[11.4 µM] | -19% | -33% | 6% | -11% | -15%[11.4 µM] | -5
NC(N)=NC(=O)c1nc(Cl)c(N)nc1N | 34µM*! | 33%&6%[activator] | ? | 46%&7%&8%[activator] | ? | -5%&-1%&5%&-5% | 6% | -3%&-10%&-18% | -2&0&-12&1&-3
Cc1ccc(C)c(NC2=NCCCS2)c1 | -39% | 2% | 1% | 12% | 139%[activator] | -6% | 6% | -6% | 0
COC(=O)C1=C(c2ccc(Cl)c(C(F)(F)F)c2)C[C@@H]2CC[C@H]1N2C(=O)NCc1ccco1 | 5%[0.501 µM] | -3% | -6% | -1% | ? | -1% | ? | ? | -1
N#Cc1ncc(N=Cc2ccc(N(CCCl)CCCl)cc2)s1 | nt | 10% | -28% | -16% | ? | -4% | nt | -19% | 3

High-throughput results from PubChem BioAssay.
